# High-throughput results from PubChem.
# BoNT A protease: BoNT/A light chain protease inhibitors, primary screen, biochemical, flow cytometry, MLPCN library; multiplex microsphere protease substrate cleavage; inhibition, % at 10 µM; 0.17% of 360,000 active; AID 588499, 2011; note: plate controls were buffer without enzyme for full effect and enzyme alone for no effect
# CCHFV vOTU inh: CCHFV vOTU protease inhibitors, primary screen, biochemical, Pep-AMC substrate, fluorescence. Crimean-Congo hemorrhagic fever virus L polyprotein viral ovarian tumor (vOTU) protease …. inhibition, % at 11.5 µM. 0.55% of 370,000 active. AID 651958, 2012; in the data active = inhibition above about 30%; note: 0% = vehicle wells with enzyme and 100% = no enzyme wells
# Rv3671c inh: Rv3671c serine protease inhibitors, primary screen, biochemical, fluorescence polarization, M. tuberculosis H37Rv; P9WHR9; inhibition, % at 5.96 µM; 0.048% of 320,000 active; in the data active = inhibition above about 38%;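 note: extracellular domain of Rv3671c used as enzyme; 0% = enzyme with DMSO and 100% = no enzyme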
# Target sequence (P9WHR9 whole entry, looked up, the tested form may be a part): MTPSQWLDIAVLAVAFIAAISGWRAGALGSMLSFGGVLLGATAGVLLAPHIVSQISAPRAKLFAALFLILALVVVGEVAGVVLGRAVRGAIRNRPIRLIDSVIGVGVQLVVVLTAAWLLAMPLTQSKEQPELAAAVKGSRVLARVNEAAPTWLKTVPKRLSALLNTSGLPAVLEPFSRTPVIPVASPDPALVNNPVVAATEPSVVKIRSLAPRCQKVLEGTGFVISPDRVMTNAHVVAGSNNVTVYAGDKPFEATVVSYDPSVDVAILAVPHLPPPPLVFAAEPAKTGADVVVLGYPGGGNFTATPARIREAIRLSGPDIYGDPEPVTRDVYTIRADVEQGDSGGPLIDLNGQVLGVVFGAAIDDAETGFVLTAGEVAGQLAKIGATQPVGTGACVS
# MazEF act: activators of E. coli MazEF toxin-antitoxin RNase, primary screen, biochemical, fluorescence, uHTS. AID 504720, 2011. FAM/BHQ RNA-DNA oligo cleavage fluorescence, 5 h. Endoribonuclease toxin MazF (Escherichia coli (strain K12)), P0AE70. 0.32% of 350,000 active. activation, % at 20 µM; in the data active = activation above about 50%
# Target sequence (P0AE70 whole entry, looked up): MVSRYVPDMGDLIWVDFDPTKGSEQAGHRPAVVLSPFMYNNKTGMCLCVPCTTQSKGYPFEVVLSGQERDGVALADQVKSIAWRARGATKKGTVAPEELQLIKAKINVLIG
# SARS 3CLpro inh: SARS-CoV 3CLpro protease inhibitors, primary screen, biochemical, quenched FRET; Replicase polyprotein 1ab (Severe acute respiratory syndrome coronavirus), P0C6X7; 0.14% of 290,000 active; AID 1706, 2009; inhibition, % at 6 µM; recombinant SARS-CoV 3CLpro, quenched FRET peptide cleavage; in the data active = inhibition above about 12%
# Anthrax LF prot: Bacillus anthracis LF protease inhibitors, primary screen, biochemical, multiplex microsphere, MLPCN library; multiplex microsphere protease cleavage assay; Lethal factor (Bacillus anthracis), P15917; inhibition, % at 10 µM; AID 588501, 2011; 0.12% of 360,000 active; note: plate controls were buffer without enzyme for full effect and enzyme alone for no effect
# PrPC surface inh: inhibitors of human cell surface prion protein PrPC, primary screen, cell-based, TR-FRET. 0.43% of 370,000 active. TR-FRET read-out. inhibition, % at 13.8 µM; in the data active = inhibition above about 24%; note: 0% = median of the test wells and 100% = reference compound wells
# BoNT-F LC inh: BoNT/F light chain protease inhibitors, primary screen, biochemical, flow cytometry, MLPCN library; 0.22% of 360,000 active; AID 588497, 2011; Multiplex microsphere protease cleavage assay; Botulinum neurotoxin type F light chain protease (Clostridium botulinum); inhibition, % at 10 µM; in the data active = inhibition above about 35%, passing the limit was not always enough; inconclusive = no clear call, values can overlap the other calls; note: plate controls were buffer without enzyme for full effect and enzyme alone for no effect
# PriA SSB inh: inhibitors of Klebsiella pneumoniae PriA binding to SSB C-terminal tail, primary screen, biochemical, AlphaScreen; PriA–SSB C-terminal tail interaction (Klebsiella pneumoniae); AlphaScreen SSBct-PriA binding, biotinylated peptide; inhibition, % at 33 µM; 0.6% of 430,000 active; AID 1272365, 2023; in the data active = inhibition mostly above about 37%, no sharp cut-off; inactive = mostly below about 20%;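 note: plate controls were negative control peptide for no effect and reference peptide for full effect; strong numbers were not always called active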
# VHR inh abs: VHR1 phosphatase inhibitors, primary screen, biochemical, absorbance, uHTS; Dual specificity protein phosphatase 3 (Homo sapiens), P51452; recombinant VHR phosphatase, pNPP absorbance; inhibition, % at 13.3 µM; 0.52% of 290,000 active; in the data active = inhibition above about 50%; note: some compounds called inactive have numbers as strong as hits
# Target sequence (P51452 whole entry, looked up): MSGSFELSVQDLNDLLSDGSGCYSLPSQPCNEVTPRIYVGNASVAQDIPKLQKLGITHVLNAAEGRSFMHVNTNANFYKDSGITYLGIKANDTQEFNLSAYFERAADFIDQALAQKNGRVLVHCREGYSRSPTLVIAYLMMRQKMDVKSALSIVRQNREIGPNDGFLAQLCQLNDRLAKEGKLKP
# * marks the source's active call; other numbers are inactive results; i = inactive; ? = inconclusive; nt = not tested or not shown; & = joins results of further samples. Cut-off read from the data, not from the text of the source, unless noted: active = inhibition above about 30%; inconclusive = no clear call, values can overlap the other calls; inactive = below that. The list is partial; the hit share may differ from the screen's.
1: C=CCOC(=O)C(=O)/C=C/c1ccc2c(c1)Cc1ccccc1-2
2: Cc1ccc(NC(=O)CSC(C)C(=O)OC(C)C(=O)NC2CCCCC2C)cc1 (centres undefined)
3: Cc1ccccc1NS(=O)(=O)c1cc(S(C)(=O)=O)ccc1Cl
4: CCCOc1ccc(OCCOCCNCc2ccccc2)cc1
5: COc1cccc(C(=O)N/N=C/c2cn[nH]c2-c2ccc(OC)cc2OC)c1
6: O=C(Cc1ccccc1[N+](=O)[O-])Nc1ccccc1C(=O)N1CCCC1
Screen / compound no.	1	2	3	4	5	6
BoNT A protease	11	-0.2	-0.1	0.7	-0.6	0.0
SARS 3CLpro inh	3	nt	7	-4	-4	1
PriA SSB inh	7	-4	4	-12	nt	-7
PrPC surface inh	10	0	-3	2	-6	-3
Anthrax LF prot	16	3	0	0	-3	0
BoNT-F LC inh	-1	-9	-4	-5	-3	2
MazEF act	-16	4	-1	4	10	-2
VHR inh abs	7	nt	-13	-8	-12	7
CCHFV vOTU inh	1	3	16	1	14	-2
Rv3671c inh	-14	-4	0	13	-5	-3

7: COc1ccnc2c1c(=O)n(Cc1ccc(Cl)cc1Cl)c(=O)n2C
8: CN(C)c1ccc(/C=N/NC(=O)c2cc(-c3ccc4c(c3)OCO4)n[nH]2)cc1
9: CCOc1ccccc1NC(=O)CSc1ncnc2c1oc1ccccc12
10: Cc1nc(SCC(=O)NC(=O)NCc2ccccc2)nc(C)c1C
11: CC(=O)OC1C2CCCC1C(N1CCCC1)CC2 (centres undefined)
12: COc1ccc(N2CCN(CCCNC(=O)C(=O)c3c(C)n(C)c4ccccc34)CC2)cc1
Screen / compound no.	7	8	9	10	11	12
BoNT A protease	-1.6	-2.9	-0.5	0.0	0.9&0.6	-2.1
SARS 3CLpro inh	0	5	-3	3	0&-5	-5
PriA SSB inh	-16	i	4	-15	3	53&38
PrPC surface inh	8	-3	12	10	0&5	-7
Anthrax LF prot	0	14	1	-1	-2&0	-6
BoNT-F LC inh	-1	?	3	-11	-1&4	-4
MazEF act	16	19	-12	-5	4&4	5
VHR inh abs	43	3	23	-15	15&17	-9
CCHFV vOTU inh	12	-8	-9	-6	0&1	7
Rv3671c inh	-14	4	-13	0	-4&0	-14

13: O=C(COC(=O)c1ccccn1)NNC(=O)c1ccc(Br)cc1
14: Fc1cccc(CSc2nc3ncccc3[nH]2)c1
15: COCCN1Cc2cccc(C(=O)NCc3ccccn3)c2C1=O
16: COc1ccccc1Nc1nc(N)nc(CSc2nccn2C)n1
17: CCC(OC(=O)c1ccco1)C(=O)NCc1ccc(OC)cc1 (centres undefined)
18: CC(C)c1ccc(OCC(=O)N2CCN(C)CC2)c(Br)c1
Screen / compound no.	13	14	15	16	17	18
BoNT A protease	-2.4	-0.7	-0.6	-0.2	-0.6	0.1
SARS 3CLpro inh	nt	-1	-5	1	3	-2
PriA SSB inh	2	-2	-8	-12	-15	-12
PrPC surface inh	0	-2	0	-1	-6	2
Anthrax LF prot	-2	1	-7	0	-3	1
BoNT-F LC inh	-9	2	-7	-3	-9	-10
MazEF act	5	-24	-2	3	6	14
VHR inh abs	nt	15	9	24	39	-6
CCHFV vOTU inh	8	1	0	-6	-7	-4
Rv3671c inh	3	-1	0	5	8	-12

19: CCC1=C(OC(=O)N(CC)CC)N2C(=O)OC(=NCCc3c[nH]c4ccccc34)[C@]2(Cc2ccccc2)[C@H]2C1=CC[C@H]1C(=O)NC(=O)[C@H]12
20: CSc1ccccc1NC(=O)CN(C)Cc1ccc(Br)cc1
21: COc1ccc(OCC(=O)N2CCN(Cc3c[nH]c4ccccc34)CC2)cc1
22: CC(C(=O)NCc1cccs1)n1cccc1 (centres undefined)
23: COc1ccc(CC(=O)Nc2nc(OCC(F)(F)F)cnc2-c2ccc(Cl)cc2Cl)cc1
24: Cc1cc(Br)c2c(c1)=C(c1sc(N3CCCCCC3)nc1O)C(=O)N=2
25: CSc1ccccc1C(=O)NCc1cccnc1
26: O=C(CC(CC(=O)c1ccccc1)c1ccncc1)c1ccccc1
Screen / compound no.	19	20	21	22	23	24	25	26
BoNT A protease	-0.8	0.0	-0.6	0.1	-1.1	-0.6	-0.4	-0.2
SARS 3CLpro inh	nt	0	-1	5	nt	2	7	nt
PriA SSB inh	23	-54	-1	-6	nt	-1	-1	-22
PrPC surface inh	-11	10	-1	-3	10	1	-1	1
Anthrax LF prot	-7	1	-5	-2	1	0	-2	-2
BoNT-F LC inh	-4	-2	-3	2	-15	-2	-4	0
MazEF act	1	-11	13	-2	nt	-21	1	13
VHR inh abs	22	5	33	14	nt	-9	38	nt
CCHFV vOTU inh	15	9	19	2	13	-6	-9	6
Rv3671c inh	13	-4	nt	-6	nt	nt	8	nt

# Among those listed so far, six contain four or more nitrogen atoms:
5: COc1cccc(C(=O)N/N=C/c2cn[nH]c2-c2ccc(OC)cc2OC)c1
8: CN(C)c1ccc(/C=N/NC(=O)c2cc(-c3ccc4c(c3)OCO4)n[nH]2)cc1
10: Cc1nc(SCC(=O)NC(=O)NCc2ccccc2)nc(C)c1C
12: COc1ccc(N2CCN(CCCNC(=O)C(=O)c3c(C)n(C)c4ccccc34)CC2)cc1
16: COc1ccccc1Nc1nc(N)nc(CSc2nccn2C)n1
19: CCC1=C(OC(=O)N(CC)CC)N2C(=O)OC(=NCCc3c[nH]c4ccccc34)[C@]2(Cc2ccccc2)[C@H]2C1=CC[C@H]1C(=O)NC(=O)[C@H]12
Screen / compound no.	5	8	10	12	16	19
BoNT A protease	-0.6	-2.9	0.0	-2.1	-0.2	-0.8
SARS 3CLpro inh	-4	5	3	-5	1	nt
PriA SSB inh	nt	i	-15	53&38	-12	23
PrPC surface inh	-6	-3	10	-7	-1	-11
Anthrax LF prot	-3	14	-1	-6	0	-7
BoNT-F LC inh	-3	?	-11	-4	-3	-4
MazEF act	10	19	-5	5	3	1
VHR inh abs	-12	3	-15	-9	24	22
CCHFV vOTU inh	14	-8	-6	7	-6	15
Rv3671c inh	-5	4	0	-14	5	13

# Copied from the list:
# MazEF act result of `Cc1nc(SCC(=O)NC(=O)NCc2ccccc2)nc(C)c1C` : -5
# MazEF act result of `Cc1cc(Br)c2c(c1)=C(c1sc(N3CCCCCC3)nc1O)C(=O)N=2` : -21
